# CHT allo act = allosteric activators of human choline transporter CHT; CHT-expressing cells, membrane potential dye, choline EC20; active compounds read high; LV-AA mutant CHT in HEK293 cells; 310,000 tested, 0.49% active; B-score at 10 µM; Q9GZV3; AID 488977;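 active means initial fluorescence not abnormally high and integrated response B-score, plate-corrected, over 3 SD above library mean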
# Target sequence (Q9GZV3 whole entry, looked up): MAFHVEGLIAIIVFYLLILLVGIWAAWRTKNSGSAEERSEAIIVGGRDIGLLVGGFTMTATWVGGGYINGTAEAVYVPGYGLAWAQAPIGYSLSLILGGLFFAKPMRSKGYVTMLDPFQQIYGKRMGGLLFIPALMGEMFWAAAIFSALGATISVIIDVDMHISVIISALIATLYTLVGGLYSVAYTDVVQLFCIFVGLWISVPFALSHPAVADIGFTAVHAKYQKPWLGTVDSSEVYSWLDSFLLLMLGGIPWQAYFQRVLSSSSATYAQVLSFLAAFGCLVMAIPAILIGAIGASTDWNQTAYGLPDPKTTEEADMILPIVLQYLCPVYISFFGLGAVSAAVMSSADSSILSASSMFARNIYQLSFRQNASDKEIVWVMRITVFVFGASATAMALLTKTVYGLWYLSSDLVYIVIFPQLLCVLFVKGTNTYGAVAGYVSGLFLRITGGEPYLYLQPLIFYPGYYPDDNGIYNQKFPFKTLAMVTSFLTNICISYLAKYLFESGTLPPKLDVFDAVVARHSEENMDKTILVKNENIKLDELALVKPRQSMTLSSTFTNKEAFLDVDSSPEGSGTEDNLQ
# CHT block = human CHT choline transport inhibition. CHT-expressing cells, membrane potential dye, choline response; active compounds read low. 310,000 tested, 0.86% active. B-score at 10 µM;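 active means B-score over 3 SD under the library average, and starting fluorescence ratio not unusually high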;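 further: choline stimulus applied at its EC90 after an EC20 pre-addition; B-score computed on integrated fluorescence ratio after choline addition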
# Starred values were filed as active, the others as inactive; i = inactive.
structure	CHT allo act	CHT block
C=C1N(c2ccccc2)C(=O)OC1(C)C	i	i
Cc1ccc(-n2cc(C(C)(C)C)[nH]c2=S)cc1	i	i
CCc1ccc2oc(-c3cc(N=Cc4cccc(OC)c4O)ccc3O)nc2c1	i	i
CCOC(=O)Cc1cc(-c2ccc(OC)cc2)nc2ccc3ccccc3c12	i	i
CCOC(=O)c1ccc(NC(=O)COC(=O)c2cccc(Oc3ccccc3)c2)cc1	i	i
CCOC(=O)c1cncc(NC(=O)c2ccccc2)c1	i	i
O=C(NCN1CCCCC1)c1cccnc1	i	i
CCCC1=C(C(=O)OCC)C(c2ccc(OC)c(CSc3ccccn3)c2)C(C#N)=C(N)O1 (stereo not given)	i	i
Cc1cc2cc(C(=O)N3CCc4c([nH]c5ccccc45)C3c3ccccn3)ccc2o1 (stereo not given)	i	i
COC(=O)CC1COc2ccccc2N1C(=O)c1cccc(Cl)c1 (stereo not given)	i	i
CCOc1ncccc1C(=O)NNC(=O)c1ccccc1-n1cccc1	i	i
O=c1oc2cc(O)ccc2c2ccccc12	i	i
O=C(/C=C/c1ccc(Cl)cc1)NCc1cccs1	i	i
Cc1ccccc1NC(=O)CN1CCc2ccccc2C1	i	i
CCOC(=O)C1CCN(CC(O)COC(CC)c2ccccc2)CC1 (stereo not given)	i	i
CCC(CC)C(=O)Nc1ccncc1	i	i
CCN(CC)S(=O)(=O)c1ccc(Cl)c(C(=O)NCc2ccco2)c1	i	i
C=CC(=O)Nc1sc2c(c1C(N)=O)CCCC2	i	i
Cc1ccc(-c2cn(C[C@H]3CC[C@@H]([C@@H]4CC[C@H](Cn5cc(-c6ccc(C)cc6)nn5)O4)O3)nn2)cc1	i	i
COc1ccc(CNS(=O)(=O)CCNC(=O)c2ccccc2)cc1	i	i
CCOC(=O)c1cc(C#N)c(N)nc1C	i	i
COc1ccccc1/C=C/C=N/NC(=O)CCn1cnc2ccccc21	i	i
COc1ccccc1CNC(=O)COc1ccc([N+](=O)[O-])cc1	i	i
COc1ccccc1NC(=O)c1cccc(NC(=O)c2ccco2)c1	i	i
Nc1nonc1-n1nnc(C(=O)N/N=C/c2ccccc2Cl)c1-c1ccc2c(c1)OCO2	i	i
COc1cc(NC(=O)c2cc(C(C)C)on2)cc(OC)c1OC	i	i
O=C(CN1CCN(c2ccccn2)CC1)Nc1ccc(F)cc1F	i	i
C1CC1Cc1noc(CN2CCN(C3C4CC5CC(C4)CC3C5)CC2)n1 (stereo not given)	i	i
COc1ccc(NC(=O)Cn2c(C)cc(=O)c3ccccc32)cc1	i	i
CCOC(=O)Cc1csc(NC(=O)C2CCCN(S(=O)(=O)c3cnc[nH]3)C2)n1 (stereo not given)	i	i
Cc1cc(NC(=O)CSc2nc(=O)n3cccc(C)c3n2)no1	i	i
COc1ccc(S(=O)(=O)N2CCN(C)CC2)cc1NC(=O)c1ccccc1	i	i
CCOc1ccc(N2C(=O)CC(N3CCN(c4ccc(C(=O)c5ccncc5)cc4)CC3)C2=O)cc1 (stereo not given)	i	i
O=C(NNC(=O)c1sc2ccccc2c1Cl)Nc1ccc(Cl)cc1	i	i
Cc1ccc(Cn2ccsc2=NC(=O)COC(=O)C(C)C)cc1	i	i
CC1(CCc2ccccc2)NC(=S)N(c2ccccc2)N1 (stereo not given)	i	i
O=C(O)/C=C/C(=O)Nc1c(F)cccc1F	i	i
COc1ccc(OC)c(S(=O)(=O)N2CCC(C(=O)N3CCc4ccccc4C3)CC2)c1	i	i
CN(C)S(=O)(=O)c1ccc(N2CCCC2)c(C(=O)NCc2ccccc2)c1	i	i
CCOC(=O)N1CCC(NC(=O)CCC(=O)N2CC(C)Oc3ccc(C)cc32)CC1 (stereo not given)	i	i
COc1ccc(CN2CCC(CO)(Cc3ccccc3)CC2)cc1Cn1cccn1	i	i
N#Cc1cn(-c2ccccc2)nc1-c1ccccc1	i	i
COc1ccc(CCNC(=O)CC2SC(=NCCc3ccccc3)NC2=O)cc1 (stereo not given)	i	i
CC(=O)Oc1ccccc1C(=O)N1CCN(S(=O)(=O)c2ccc3ccccc3c2)CC1	i	i
CCN1CCN(c2ccc(S(=O)(=O)N3CCOCC3)cc2NC(=O)c2ccc(Cl)cc2Cl)CC1	i	i
C=CCN(CC=C)Cc1cc(=O)n2c(-c3ccccc3)csc2n1	i	i
Cc1ccccc1C(=O)Nc1ccc(C(=O)NNC(=O)CCCOc2ccc(Cl)cc2Cl)cc1	i	i
CSc1ccc(C(=O)C2CCCN(C(=O)c3csc(C(C)=O)c3)C2)cc1 (stereo not given)	i	i
COCCNC(=O)CN1N=C(c2ccc(C)cc2)CCC1=O	i	i
CC(C)C[C@H](NC(=O)N1c2ccccc2NC(=O)[C@@H]1C(C)C)C(=O)N[C@@H](Cc1ccccc1)C(=O)O	i	i

# The list goes on:
structure	CHT allo act	CHT block
CC(C)C(=O)Nc1ccc(NC(=S)NC(=O)c2ccccc2F)cc1	i	i
COC(=O)C1(C)NC(c2ccc(O)cc2)C2C(=O)N(c3ccc(F)cc3)C(=O)C21 (stereo not given)	i	i
COCC1CCN(C(=O)c2ccc(OC)c(OC3CCN(C(C)C)CC3)c2)CC1	i	i
Cc1ccnc(NC(=O)c2ccc3c(c2)OCO3)c1	i	i
O=C(O)c1cccc(CSc2ncn[nH]2)c1	i	-6.1*
COC(=O)c1cc(OC)c(OC)cc1NC(=O)C1CCCO1 (stereo not given)	i	i
O=C(OCC(=O)N(C1CCCCC1)C1CCCCC1)c1ccncc1	i	i
N#C/C(=C/c1cn(-c2ccccc2)nc1-c1cccc(S(=O)(=O)N2CCOCC2)c1)C(=O)NCc1ccco1	i	i
COc1ccc(S(=O)(=O)n2cnc3ccccc32)c(C)c1	i	i
CCc1ccc(-c2cc(C(=O)NN3CCOCC3)c3ccccc3n2)s1	i	i

# In a second layout: 2 of the compounds above
# Sequence of screens: CHT allo act | CHT block
> COCC1CCN(C(=O)c2ccc(OC)c(OC3CCN(C(C)C)CC3)c2)CC1
  i | i
> Cc1ccnc(NC(=O)c2ccc3c(c2)OCO3)c1
  i | i

# Going on with the list:
structure	CHT allo act	CHT block
COc1ccc(C(=O)Cc2cc3ccccc3oc2=O)cc1	i	i
CC(C)c1nnc(NC(=O)CCC(=O)N2CCN(c3ccc(F)cc3)CC2)s1	i	i
O=C(CCC(=O)Nc1cccc(C(F)(F)F)c1)NCC1CCCO1 (stereo not given)	i	i
O=C(O)CSc1nnc(Cc2ccccc2)n1-c1ccccc1	i	i
Cc1ccc(OCC(=O)Oc2c(C)cccc2C)cc1	i	i
Cc1ccc(NC(=O)CCn2c(=S)oc3ccccc32)cc1F	i	i
N#CCc1ccc(NC(=O)c2ccc(S(=O)(=O)N3CCCC3)cc2)cc1	i	i
COc1ccc(CCNC(=O)c2ccccc2NS(=O)(=O)c2c(F)cccc2F)cc1	i	i
COCCNC(=O)c1ccc(Cn2c(SCC(=O)NCC3CCCO3)nc3ccc(Br)cc3c2=O)cc1 (stereo not given)	i	i
CCOC(=O)/C=C1\SCC(=O)N1CC(=O)N1CCOCC1	i	i

# New compounds follow
smiles | CHT allo act | CHT block
CC(=O)N1c2ccc(S(=O)(=O)N3CCCC(C(=O)N4CCCC(C)C4)C3)cc2CC1C (stereo not given) | i | i
COCCCNC(=O)CN1C(=O)CSc2ccc(S(=O)(=O)N3CCOCC3)cc21 | i | i
CC(=O)Nc1ccc(S(=O)(=O)Nc2cccn(Cc3ccc(C)cc3)c2=O)cc1 | i | i
O=C(C(NS(=O)(=O)c1cccs1)c1ccccc1)N1CCN(c2ccccc2F)CC1 (stereo not given) | i | i
Cc1ccc(C(=O)n2nnc3ccccc32)cc1 | i | i
O=c1[nH][nH]c(-c2ccccc2)c1C=Nc1ccc(F)cc1F | i | i
CCC(C)NC(=O)CN1C(=O)NC2NC(=O)NC21 (stereo not given) | i | i
O=S(=O)(Cc1ccccc1)N1CCn2c(nc3ccccc32)C1 | i | i
Cc1nc(N2CCC(C)CC2)c2c(C)c(C(=O)O)sc2n1 | i | i
COc1cccc(Nc2ccc(-n3ccnc3)nn2)c1 | i | i
O=C(CSc1nnc2ncccn12)Nc1cccc2ccccc12 | i | i
c1ccc(OCc2nnc3sc(-c4cccs4)nn23)cc1 | i | i
CCOc1cc(/C=C2/C(=O)NN(c3cccc(Cl)c3)C2=O)ccc1O | i | i
CC(C)CC(c1nnnn1C1CCCC1)N1CCN(C(=O)c2ccco2)CC1 (stereo not given) | i | i
C=CCNC(=S)NNC(=O)c1cccn(Cc2cccc(Cl)c2)c1=O | i | i
CN(CC(=O)Nc1ccc(Cl)c(C(F)(F)F)c1)C(=O)Cc1n[nH]c(=O)c2ccccc12 | i | i
Cc1ccc(C(=O)c2ccc(C)cc2)cc1 | i | i
Cc1cccc(OCC(=O)N=Nc2c(O)[nH]c3ccc([N+](=O)[O-])cc23)c1 | i | i
COc1ccc(CNC(=O)[C@H](C)NC(=O)C2CCN(C(=O)[C@H](CCSC)NC(=O)OC(C)(C)C)CC2)cc1 | i | i
O=C(CSc1n[nH]c(-c2ccccc2)n1)Nc1ncccn1 | i | i
Cc1nc2c(C#N)cnn2c2c1CCNN2C | i | i
O=C(NCCc1c[nH]c2ccccc12)C(=O)NCC1OCCN1S(=O)(=O)c1ccccc1 (stereo not given) | i | i
Cc1cc(S(=O)(=O)NC2CCCCC2)ccc1OCC(=O)NCc1ccccn1 | i | i
COc1ccc(CN(C(=O)c2ccc3c(c2)OCCO3)C(C(=O)NC2CCCCC2)c2ccc3ncccc3c2)cc1 (stereo not given) | i | -9.2*
CN1CCC(N(C)CC(O)c2ccccc2)CC1 (stereo not given) | i | i
COc1ccc(S(=O)(=O)N2CCC(C(=O)NCC3CCCO3)CC2)cc1Cl (stereo not given) | i | i
Cc1ccc(CSCCNS(=O)(=O)c2ccc([N+](=O)[O-])cc2)cc1 | i | i
O=C(CCCCCn1c(=S)[nH]c2cc3c(cc2c1=O)OCO3)N1CCN(c2ccc(F)cc2)CC1 | i | i
O=C(Nc1cnn(Cc2ccc(Cl)cc2)c1)c1ccc([N+](=O)[O-])cc1 | i | i
O=C1C(C2=NC(C(=O)O)C3C(=O)N(c4ccc(Cl)cc4)C(=O)C23)=C(O)c2ccccc21 (stereo not given) | i | i
Cc1cccc(C(=O)OCCN2CCOCC2)c1 | i | i
Cc1ccc2sc(NC(=O)CSc3nc(C)cc(C)c3C#N)nc2c1 | i | i
COC(=O)c1cn(NC(=O)c2cccc(OC)c2)c(=O)c2ccccc12 | i | i
S=C(NCc1ccc(Cl)cc1)NC1CCN(Cc2ccccc2)CC1 | i | i
CN(C(=O)COc1ccc2c(-c3ccccc3)cc(=O)oc2c1)C1CCS(=O)(=O)C1 (stereo not given) | i | i
Cc1n[nH]c(C)c1S(=O)(=O)NCCc1ccc(Cl)cc1 | i | i
O=C(CSCc1c(Cl)cccc1Cl)Nc1ccccc1C(=O)N1CCOCC1 | i | i
CC(C)(C)/C(COc1ccccc1[N+](=O)[O-])=N/O | i | i
Cc1ccc(N(CC(=O)NC2CCCCC2C)S(=O)(=O)c2c(C)nn(C)c2C)cc1 (stereo not given) | i | i
Cc1occc1C(=O)N1N=C(C2CC2)CC1(O)C(F)(F)F (stereo not given) | i | i
CC(C)CCNC(=O)CC1C(=O)N(Cc2ccccc2)C(C)c2nc3ccccc3n21 (stereo not given) | i | i
COc1ccc(S(=O)(=O)N2CCCC(C(=O)N3CCCCCC3)C2)cc1 (stereo not given) | i | i
COC(=O)c1ccc(COC(=O)c2cc3ccccc3oc2=O)cc1 | i | i
CC1CCN(S(=O)(=O)c2ccc(NC(=O)CNC3CCCCC3)cc2)CC1 | i | i
CC1CCCN(CC(O)COc2ccc(-c3ccccc3)cc2)C1 (stereo not given) | i | i

# The final 2 records of the part above come first, to join the parts:
smiles | CHT allo act | CHT block
CC1CCN(S(=O)(=O)c2ccc(NC(=O)CNC3CCCCC3)cc2)CC1 | i | i
CC1CCCN(CC(O)COc2ccc(-c3ccccc3)cc2)C1 (stereo not given) | i | i
CSc1nc2nc3c(cc2c(=O)n1-c1ccccc1C)CCCC3 | i | i
COc1ccc(CNCc2ccc(C)cc2)c(OC)c1 | i | i
CC(C)Cc1nc(N2CCOCC2)c(C#N)c2c1COC(C)(C)C2 | i | i
CCOc1ccc(NC(=O)C2C3C=CC4(O3)C2C(=O)N(Cc2cccnc2)C4C(=O)NC2CCCCC2)cc1 (stereo not given) | i | i
NC(=O)NC(=O)COC(=O)c1ccc(Cl)c(S(=O)(=O)N(Cc2ccccc2)c2ccc(Cl)cc2)c1 | i | i
Cn1cccc1C(=O)NC(=O)COC(=O)CC12CC3CC(CC(C3)C1)C2 | i | i
COc1ccc2[nH]c(=O)c(CN(C)C(=O)COc3ccccc3)cc2c1 | i | i
O=C(Nc1nnc(-c2cccs2)o1)c1cccc(F)c1 | i | i
Cc1ccccc1NC(=O)c1ccccc1NC(=O)c1ccccc1F | i | i

# Some of the entries so far, with each value named.
> CC(C)Cc1nc(N2CCOCC2)c(C#N)c2c1COC(C)(C)C2
  CHT allo act: i	CHT block: i

> NC(=O)NC(=O)COC(=O)c1ccc(Cl)c(S(=O)(=O)N(Cc2ccccc2)c2ccc(Cl)cc2)c1
  CHT allo act: i	CHT block: i

> CSc1nc2nc3c(cc2c(=O)n1-c1ccccc1C)CCCC3
  CHT allo act: i	CHT block: i

> COc1ccc(CNCc2ccc(C)cc2)c(OC)c1
  CHT allo act: i	CHT block: i

# Source: PubChem BioAssay
